# PKA-R2B act: activators of human PKA-R2B complex. activation, % at 11.4 µM. AID 504700. PKA-R2B holoenzyme dissociation, Cy5-IP20 fluorescence polarization; R2B truncated from residue 108, S112A mutant; 0% DMSO only, 100% 113 µM cGMP. 340,000 tested, 0.079% active;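 active means activation above a cutoff set at the mean over all compounds plus 3 SD, cut at about 18% in these data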;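 further: higher means more holoenzyme dissociation and a rise in polarization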
# Pemphigus Ab inh: inhibitors of pemphigus antibody binding to human desmoglein-3; AID 588358; P32926; DSG3-coupled beads, scFv-anti-DSG3-GFP binding, flow cytometry; active compounds read low; 310,000 tested, 0.48% active; binding (percent of control), % at 10 µM;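 active means binding more than 3 SD below its plate's average and above zero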;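 further: hits lower antibody fragment binding to DSG3; some compounds called inactive have numbers as strong as hits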
# Target sequence (P32926 whole entry, looked up, the tested form may be a part): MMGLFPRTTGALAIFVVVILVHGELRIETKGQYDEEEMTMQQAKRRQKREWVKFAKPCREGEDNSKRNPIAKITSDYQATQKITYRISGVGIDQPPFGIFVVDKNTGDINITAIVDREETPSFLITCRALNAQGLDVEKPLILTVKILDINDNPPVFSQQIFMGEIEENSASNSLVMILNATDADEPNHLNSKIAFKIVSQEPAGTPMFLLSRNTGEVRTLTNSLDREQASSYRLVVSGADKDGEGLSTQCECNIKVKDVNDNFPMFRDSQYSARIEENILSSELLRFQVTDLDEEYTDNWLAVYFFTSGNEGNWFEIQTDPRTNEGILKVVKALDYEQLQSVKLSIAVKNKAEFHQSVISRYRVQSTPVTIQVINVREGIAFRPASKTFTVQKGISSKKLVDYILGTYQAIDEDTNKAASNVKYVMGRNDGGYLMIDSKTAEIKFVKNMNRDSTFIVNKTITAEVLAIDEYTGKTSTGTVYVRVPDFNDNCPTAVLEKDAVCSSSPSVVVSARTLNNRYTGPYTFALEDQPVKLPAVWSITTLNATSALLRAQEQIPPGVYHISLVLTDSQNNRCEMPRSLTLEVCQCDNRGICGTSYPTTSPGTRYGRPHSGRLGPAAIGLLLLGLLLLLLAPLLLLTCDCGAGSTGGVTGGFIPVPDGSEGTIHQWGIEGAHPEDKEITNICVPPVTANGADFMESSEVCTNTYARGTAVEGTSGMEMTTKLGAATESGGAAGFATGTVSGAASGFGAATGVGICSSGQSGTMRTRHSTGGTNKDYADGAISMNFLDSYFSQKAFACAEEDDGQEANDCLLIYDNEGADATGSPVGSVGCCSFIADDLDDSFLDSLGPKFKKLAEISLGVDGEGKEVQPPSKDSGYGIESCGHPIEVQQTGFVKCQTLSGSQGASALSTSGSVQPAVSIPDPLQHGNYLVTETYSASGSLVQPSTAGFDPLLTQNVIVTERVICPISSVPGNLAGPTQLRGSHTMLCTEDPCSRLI
# NSD2 inh: blocks human histone methyltransferase NSD2; inhibition, % at 12.5 µM; O96028; 310,000 tested, 0.54% active; NSD2 peptide methylation, AlphaScreen, 120 min; AID 743445; in the data active means inhibition above about 50%
# PKA-R1A act: PKA-R1A complex activation; 340,000 tested, 0.083% active; AID 504707; P00514+P68181; PKA-R1A dissociation, Cy5-IP20 fluorescence polarization; scaled: DMSO 0%, 113 µM cGMP 100%; activation, % at 11.4 µM;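 active means percent activation above the mean of all tested compounds plus 3 SD, cut at about 19% in these data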;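 further: higher means more PKAc released from R1A so a rise in polarization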
# Numbers without * were called inactive.
1. COc1ccc(CNC(=O)C2CCCN2C(=O)Nc2cccc(Cl)c2)cc1 (centres undefined)
2. COc1ccc(-n2ncc3c(SCC(=O)OC(C)C)ncnc32)cc1
3. COc1ccc(S(=O)(=O)N2CCN(CC(=O)N3CCNC3=O)CC2)cc1OC
4. COC1OC2COC(c3ccccc3)OC2C2OC(c3ccccc3)OC12 (centres undefined)
5. CC(C)(CN1CCCN(CC(C)(C)C(=O)O)C1=O)C(=O)O
6. CC(OC(=O)C1COc2ccccc2O1)C(=O)c1ccccc1 (centres undefined)
7. Cc1cc(Cl)ccc1C(=O)C1CCCN(C(=O)c2ccc3c(c2)OCO3)C1 (centres undefined)
8. Cc1ccc(CNC(=O)c2ccc(S(=O)(=O)N3CCCCCC3)cc2)cc1
Screen / compound no.	1	2	3	4	5	6	7	8
PKA-R2B act	3	0	-1	1	0	-2	3	14
Pemphigus Ab inh	104	95	100	108	103	106	103	101
NSD2 inh	-4	-5	-5	0	-1	-2	0	-3
PKA-R1A act	-12	-6	-10	3	-4	-7	-1	16

9. CC(NS(=O)(=O)c1cc2c3c(c1)CCN3C(=O)CC2)c1ccccc1 (centres undefined)
10. CCOc1ccc(S(=O)(=O)Nc2ccc(C(=O)N(CC)CC(=O)NCc3cccs3)cc2)cc1
11. COc1ccccc1N1CC(C(=O)OC(C)C(=O)Nc2ccc(F)cc2)CC1=O (centres undefined)
12. O=C(Nc1ccc(N2CCOCC2)cc1)C1CCN(S(=O)(=O)c2cccc(C(F)(F)F)c2)CC1
13. Nc1ccccc1SC(CC(=O)c1ccccc1)c1ccccc1 (centres undefined)
14. Cc1ccccc1OS(=O)(=O)c1cccc([N+](=O)[O-])c1
15. CCCN(C(=O)CSc1nnc(-c2ccc3c(c2)OCO3)o1)C1CCS(=O)(=O)C1 (centres undefined)
16. C=CCN1C(=O)/C(=C/N(C)C)S/C1=N\S(=O)(=O)c1cccs1
Screen / compound no.	9	10	11	12	13	14	15	16
PKA-R2B act	-7	-2	6	2	-8	-2	-6	0
Pemphigus Ab inh	105	105	95	102	110	100	97	98
NSD2 inh	1	0	1	-1	-4	8	0	2
PKA-R1A act	0	4	4	-2	4	16	-11	-1

17. CCOC(=O)N1CCN(C(=O)c2ccc(CS(=O)c3cccc(C)c3)o2)CC1 (centres undefined)
18. CCOc1ccc2oc(C(=O)Nc3ccc(C)cn3)c(C)c2c1
19. O=C(NC1CCCCC1)c1cccc(NC(=O)c2ccccc2Cl)c1
20. CCCCCCCCC(=O)N1C(C)CCC1C (centres undefined)
21. O=C(NCC1CCCO1)c1cccc(S(=O)(=O)Nc2ccccc2Cl)c1 (centres undefined)
22. CNc1n[nH]c(-c2ccccc2)n1
23. CN(CC(=O)Nc1ccc(F)cc1)C(=O)COC(=O)c1nc(Cl)ccc1Cl
24. CCOC(=O)NC(=S)Nc1cccc(C)n1
Screen / compound no.	17	18	19	20	21	22	23	24
PKA-R2B act	2	6	-7	0	2	7	-3	-8
Pemphigus Ab inh	91	100	93	110	102	103	101	101
NSD2 inh	-2	-1	5	-1	-1	-2	4	0
PKA-R1A act	0	-1	-4	-1	6	8	-7	-9

# Some of these compounds in order of number of heavy atoms, smallest number first.
22. CNc1n[nH]c(-c2ccccc2)n1
24. CCOC(=O)NC(=S)Nc1cccc(C)n1
20. CCCCCCCCC(=O)N1C(C)CCC1C (centres undefined)
14. Cc1ccccc1OS(=O)(=O)c1cccc([N+](=O)[O-])c1
16. C=CCN1C(=O)/C(=C/N(C)C)S/C1=N\S(=O)(=O)c1cccs1
6. CC(OC(=O)C1COc2ccccc2O1)C(=O)c1ccccc1 (centres undefined)
13. Nc1ccccc1SC(CC(=O)c1ccccc1)c1ccccc1 (centres undefined)
9. CC(NS(=O)(=O)c1cc2c3c(c1)CCN3C(=O)CC2)c1ccccc1 (centres undefined)
21. O=C(NCC1CCCO1)c1cccc(S(=O)(=O)Nc2ccccc2Cl)c1 (centres undefined)
8. Cc1ccc(CNC(=O)c2ccc(S(=O)(=O)N3CCCCCC3)cc2)cc1
Screen / compound no.	22	24	20	14	16	6	13	9	21	8
PKA-R2B act	7	-8	0	-2	0	-2	-8	-7	2	14
Pemphigus Ab inh	103	101	110	100	98	106	110	105	102	101
NSD2 inh	-2	0	-1	8	2	-2	-4	1	-1	-3
PKA-R1A act	8	-9	-1	16	-1	-7	4	0	6	16

17. CCOC(=O)N1CCN(C(=O)c2ccc(CS(=O)c3cccc(C)c3)o2)CC1 (centres undefined)
15. CCCN(C(=O)CSc1nnc(-c2ccc3c(c2)OCO3)o1)C1CCS(=O)(=O)C1 (centres undefined)
12. O=C(Nc1ccc(N2CCOCC2)cc1)C1CCN(S(=O)(=O)c2cccc(C(F)(F)F)c2)CC1
Screen / compound no.	17	15	12
PKA-R2B act	2	-6	2
Pemphigus Ab inh	91	97	102
NSD2 inh	-2	0	-1
PKA-R1A act	0	-11	-2

# (next part)
25. COC(=O)C1CC(c2ccccc2)N(c2ccccc2)O1 (centres undefined)
26. COCCN(CC(=O)Nc1cccc(C)c1C)C(=O)/C=C/c1ccc2c(c1)OCCO2
27. CCOC(=O)N1CCN(C(=O)CCN2C(=O)/C(=C\c3ccc(OC)c(OC)c3)SC2=S)CC1
28. CC(=O)c1ccc(NC(=O)c2cn(C)c(=O)c3ccccc23)cc1
29. CC1(C)CC(=O)C(CSC(=O)c2ccccc2)C(=O)C1
30. CC1(C2CC2)NC(=O)N(CC(=O)Nc2ccc(OC(F)F)cc2)C1=O (centres undefined)
31. CC(NC(=O)C1CCCN1C(=O)c1cccs1)c1ccc(Cl)cc1Cl (centres undefined)
32. COc1ccc(Oc2c(OC)cc(NCc3ccc(CN)cc3)c3ncccc23)cc1
Screen / compound no.	25	26	27	28	29	30	31	32
PKA-R2B act	8	3	11	5	5	9	-9	5
Pemphigus Ab inh	106	105	99	107	103	106	96	105
NSD2 inh	-9	-1	-5	1	1	4	0	76*
PKA-R1A act	-6	-4	5	0	-3	-4	-16	-7

33. O=C(COC(=O)Cc1c(Cl)cccc1Cl)NCc1ccccc1
34. Cc1ccc(Nc2nc(C)cc(C)c2C#N)c(C)c1
35. O=C(COC(=O)c1ccccc1Cl)NCc1cccs1
36. Cc1cccc(OCC(=O)Nc2ccc(C(=O)Nc3ccccc3C(=O)O)cc2)c1
37. Cc1c(C(=O)N2CCN(Cc3nccn3C)CC2)oc2c(F)cccc12
38. Cc1cc(C)nc(NS(=O)(=O)c2ccc(NC(=O)c3ccccc3Br)cc2)n1
39. Cc1ccc2ccccc2c1NC(=O)CNCc1ccccc1
40. CC(C)CN(C(=O)CSc1nnc(-c2cccs2)n1C1CC1)C1CCS(=O)(=O)C1 (centres undefined)
Screen / compound no.	33	34	35	36	37	38	39	40
PKA-R2B act	2	0	8	5	-3	3	-3	-1
Pemphigus Ab inh	102	103	108	102	96	97	95	100
NSD2 inh	-3	-6	-2	0	-3	65*	-15	-5
PKA-R1A act	6	7	-4	7	-8	-2	3	5

41. O=C(O)c1ccccc1Cc1ccc(F)c2ccccc12
42. COc1ccc(C2CCCCC2SCC(=O)O)cc1OC (centres undefined)
43. c1ccc2cc(C3OCC4(CCCC4)CO3)ccc2c1
44. CC(=O)c1c(O)cc2c3c1OC(C)(C)C1CCC(C)(CC31)O2 (centres undefined)
45. COc1ccc(CCNC(=O)CSc2nc3c(sc(=S)n3-c3ccccc3)c(=O)[nH]2)cc1OC
46. COc1cccc(/C=C/c2nc(S(=O)(=O)c3ccccc3)c(N3CCC(C(N)=O)CC3)o2)c1
47. CCOC(=O)c1c(NC(=O)COC(=O)c2cccc([N+](=O)[O-])c2)sc(C(=O)N(C)C)c1C
48. Cc1ccc(O)c(Cc2cc(C)cc(Cc3cc(C)ccc3O)c2O)c1
Screen / compound no.	41	42	43	44	45	46	47	48
PKA-R2B act	11	0	2	-10	-10	-5	-14	-18
Pemphigus Ab inh	99	94	110	101	96	95	102	88
NSD2 inh	-5	-1	-2	-1	1	-9	-6	-1
PKA-R1A act	9	-4	2	7	-3	4	-10	-12

49. CC1(c2ccccc2)NC(=O)N(CC(=O)N2CCc3ccccc32)C1=O (centres undefined)
50. CCn1c(SCC(=O)NC2CC2)nc2ccccc21
51. O=C(CN1CCN(C(=O)CCC(=O)N2CCC(c3ccccc3)=N2)CC1)Nc1cccc(F)c1
52. COc1cc(C(C)=O)ccc1OCC(=O)N1CCC(Cc2ccccc2)CC1
53. O=S(=O)(Nc1ccc(-c2cn3c(n2)SCC3)cc1)c1cc(F)ccc1F
54. O=C(NCc1ccccc1)C1CNCC(C(=O)NCc2ccccc2)C1 (centres undefined)
55. CCC(O)c1cnc(OCc2ccccc2)nc1OCc1ccccc1 (centres undefined)
56. COc1cccc(CCNC(=O)c2cc(COc3ccc(C)c(C)c3)on2)c1OC
Screen / compound no.	49	50	51	52	53	54	55	56
PKA-R2B act	6	-13	-11	-8	-7	9	-15	-16
Pemphigus Ab inh	102	99	95	108	111	103	105	93
NSD2 inh	-1	-4	-1	12	1	0	-1	-1
PKA-R1A act	9	1	-9	-12	-2	-1	-8	-13

57. Cc1ccc(NC(=O)CN2CCN(C(=O)C3CC3)CC2)c(F)c1
58. COC(=O)c1ccccc1N=NNc1ccc([N+](=O)[O-])cc1
59. O=C(NNC(=O)c1ccco1)c1ccco1
60. COc1ccc(C(=O)N2C=Cc3ccccc3C2C#N)cc1 (centres undefined)
61. COc1ccccc1N1CCN(C(=S)NC(=O)c2ccc([N+](=O)[O-])cc2)CC1
62. CC(=O)Nc1ccc(N2CCOCC2)c(S(=O)(=O)Nc2ccccc2Cl)c1
63. Cc1ccccc1CSCC1Nc2ccc(C(=O)NCCc3ccccc3)cc2NC1=O (centres undefined)
64. Cc1onc(-c2ccccc2)c1C(=O)OCC(=O)c1ccc[nH]1
Screen / compound no.	57	58	59	60	61	62	63	64
PKA-R2B act	-3	8	11	7	7	8	7	-10
Pemphigus Ab inh	110	104	102	99	100	95	145	100
NSD2 inh	2	4	-1	3	1	2	-1	2
PKA-R1A act	-2	-3	2	11	-9	11	9	-6

65. COc1cccc(C(C)=NNc2ccc([N+](=O)[O-])cc2[N+](=O)[O-])c1OC
66. O=C(CN1CCN(C(=O)CNC(=O)c2ccc(-c3ccccc3)cc2)CC1)Nc1ccccc1Cl
67. COc1ccc(CN(C)C(=O)C2CSC3(C)CCC(=O)N23)c(OC)c1 (centres undefined)
68. CCc1ccc(/C=C2\SC(=S)N(CCCC(=O)N(CCO)c3ccccc3)C2=O)cc1
69. O=C1NC(=O)C([N+](=O)[O-])=C(O)C1=O
70. O=C(COC(=O)c1ccc([N+](=O)[O-])o1)Nc1ccc2c(c1)OC(F)(F)O2
71. O=C1CC(SC(=S)C2CCCC2=O)C(=O)N1 (centres undefined)
72. COc1ccc(NC(=O)C2CCN(S(=O)(=O)c3ccc(Cl)c(C(F)(F)F)c3)CC2)cn1
Screen / compound no.	65	66	67	68	69	70	71	72
PKA-R2B act	5	-13	3	-5	6	-4	-11	-5
Pemphigus Ab inh	100	104	98	100	100	102	102	99
NSD2 inh	-1	-1	-1	25	-6	5	34	2
PKA-R1A act	11	1	-5	-3	12	8	1	-8

73. O=C(c1ccccc1F)N1N=C(C(F)(F)F)CC1(O)c1ccccc1 (centres undefined)
74. O=S(=O)(Nc1nc(-c2ccco2)c(-c2ccco2)s1)c1ccc(F)cc1F
75. CC(NC(=O)COC(=O)C1CCN(c2ccc(C(F)(F)F)cn2)CC1)c1ccccc1 (centres undefined)
76. Cc1ccc(NC(=O)c2cc(S(=O)(=O)N3CCCCC3)ccc2N2CCOCC2)c(C)c1
77. C(=Nn1cnnc1)c1ccc2c(c1)CCC2
78. C/C(=N\NC(=O)c1ccccc1-n1cccc1)c1ccccn1
79. O=C(Oc1ccc(=O)[nH]n1)c1ccccc1
80. COC1OCC(O)C(NC(=O)N(C)N=O)C1O (centres undefined)
81. CCC(Sc1nc2ccsc2c(=O)n1Cc1ccc(C(=O)O)cc1)C(=O)Nc1cc(Cl)ccc1C (centres undefined)
82. CCOc1ccc(S(=O)(=O)N2CCC(C(=O)Nc3ccccc3N3CCCC3)CC2)cc1
Screen / compound no.	73	74	75	76	77	78	79	80	81	82
PKA-R2B act	-8	6	-10	-7	-2	-16	-5	-2	2	-1
Pemphigus Ab inh	96	98	100	102	97	96	103	100	101	114
NSD2 inh	6	100*	1	1	0	0	1	-2	-2	0
PKA-R1A act	8	0	-4	1	7	-9	-2	3	3	6

# Screening results (PubChem BioAssay)

# An excerpt (hit frequency here may not be typical).
